Assay outcomes as filed in PubChem BioAssay.
OXTR potentiator – potentiators of human oxytocin receptor. P30559. CHO-OTR cells, Fluo-8 calcium fluorescence, potentiator mode; 0% = oxytocin EC15, 100% = EC100. activation, % at 3 µM. hit rate 0.061% among 320,000. AID 2445;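 active = activation above that plate's cutoff, the mean activation of tested compounds plus 3 SD, cut at about 6.6% in these data, passing the limit was not always enough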;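 also: 100% uses oxytocin at 75 nM as the full agonist control; some results filed as inactive read as strong as hits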
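Material: CHO-OTR cells, human receptor; compound dosing: single dose, 3.0 µM nominal final compound concentration; schedule: 6 min compound pre-incubation at room temperature, 100 s kinetic read; measured by: kinetic Fluo-8 calcium fluorescence; read-out basis: % activation vs EC15 and EC100 oxytocin; controls: EC15 oxytocin alone as 0%, 75 nM oxytocin as 100%; replicates: singlicate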
M1 ag parental – counter-screen for M1 agonists: effect in parental CHO-K1 cells. activation, % at 3 µM. Fluo-8 calcium fluorescence; scaled to maximal ATP response, vehicle zero. hit rate 0.48% among 360,000; in the data active = activation above about 15%;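 also: untransfected CHO-K1 host cells lacking M1 receptor as counterscreen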
CHO-K1 Ca antag – nonselective inhibitor or artifact in parental CHO-K1 cells | hit rate 0.6% among 360,000 | inhibition, % at 3 µM | ATP-induced calcium, Fluo-8 fluorescence;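 active = inhibition above a per-plate cutoff, the plate's mean sample inhibition plus 3 SD, cut at about 24% in these data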;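 also: 0% = DMSO plus EC80 ATP and 100% = DMSO alone without ATP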
CHO parental Ca – counter-screen for OX1R antagonists: effect in parental CHO cells. parental CHO-K1, ATP-induced calcium, Fluo-8 fluorescence. inhibition, % at 5.6 µM. hit rate 0.63% among 330,000. AID 463079;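 active = inhibition above that plate's mean sample inhibition plus 3 SD, cut at about 26% in these data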;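 also: 0% = ATP-challenged DMSO wells and 100% = DMSO wells without ATP; some compounds past the cut are filed as inactive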
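Test system: untransfected parental CHO cell line; also added: ATP stimulus; dosing: 5.6 µM, single dose; signal: calcium-sensitive Fluo-8 fluorescence; measure: percent inhibition of ATP-evoked calcium rise, normalized to controls; benchmarks: low control ATP plus DMSO, high control DMSO only; replication: one well per compound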
TAAR1 antagonist – human TAAR1 antagonism. Q96RJ0. CHO RD-HGA16 TAAR1, Fluo-8 calcium fluorescence, antagonist. inhibition, % at 3 µM. hit rate 1.5% among 360,000. AID 624466;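 active = inhibition above a per-plate cutoff, the mean inhibition of test compounds on that plate plus 3 SD, cut at about 49% in these data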;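 also: 0% = DMSO plus EC80 beta-PEA response and 100% = DMSO alone without agonist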
Target sequence (Q96RJ0 whole entry, looked up): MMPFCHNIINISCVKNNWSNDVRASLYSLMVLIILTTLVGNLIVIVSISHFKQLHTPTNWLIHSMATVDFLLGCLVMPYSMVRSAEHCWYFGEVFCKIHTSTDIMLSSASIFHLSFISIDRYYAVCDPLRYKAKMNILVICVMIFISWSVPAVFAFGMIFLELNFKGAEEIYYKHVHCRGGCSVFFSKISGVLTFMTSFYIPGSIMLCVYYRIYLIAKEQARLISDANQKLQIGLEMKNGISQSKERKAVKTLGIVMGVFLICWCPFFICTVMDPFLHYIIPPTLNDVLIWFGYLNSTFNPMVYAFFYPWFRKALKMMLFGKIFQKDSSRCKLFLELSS
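System: CHO RD-HGA16 cells bearing hTAAR1. Reagent: EC80 β-phenethylamine stimulus. Schedule: seeding 17-24 h prior, 75-min 37 °C, 30-min RT dye loading. Signal: Fluo-8 intracellular calcium dye fluorescence, real-time kinetic reads. Read-out: % inhibition from peak post-agonist over basal fluorescence ratio. Benchmarks: vehicle wells and EC80 agonist wells. Replicates: n of 1.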
CHO-K1 Ca PAM – counter-screen for M1 PAMs: effect in parental CHO-K1 cells; hit rate 0.02% among 360,000; ATP EC20, Fluo-8 calcium fluorescence; 0% at ATP EC20, 100% at ATP max; activation, % at 3 µM;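 active = activation above the run cutoff, the mean activation of all test compounds plus 3 SD, cut at about 40% in these data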;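 also: peak over basal fluorescence ratio in a 140 s read after ATP addition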
V1R ag counter – V1a receptor agonism, counter-screen for OXTR agonists | P37288 | CHO-V1R cells, Fluo-8 calcium fluorescence, agonist mode; 0% DMSO, 100% 3 nM vasopressin | activation, % at 3 µM | hit rate 0.25% among 320,000 | AID 2797;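 active = activation above the mean activation of all tested compounds plus 3 SD, per screening run, cut at about 20% in these data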;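 also: signal is peak over basal fluorescence ratio across a 100 second FLIPR read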
Target sequence (P37288 whole entry, looked up): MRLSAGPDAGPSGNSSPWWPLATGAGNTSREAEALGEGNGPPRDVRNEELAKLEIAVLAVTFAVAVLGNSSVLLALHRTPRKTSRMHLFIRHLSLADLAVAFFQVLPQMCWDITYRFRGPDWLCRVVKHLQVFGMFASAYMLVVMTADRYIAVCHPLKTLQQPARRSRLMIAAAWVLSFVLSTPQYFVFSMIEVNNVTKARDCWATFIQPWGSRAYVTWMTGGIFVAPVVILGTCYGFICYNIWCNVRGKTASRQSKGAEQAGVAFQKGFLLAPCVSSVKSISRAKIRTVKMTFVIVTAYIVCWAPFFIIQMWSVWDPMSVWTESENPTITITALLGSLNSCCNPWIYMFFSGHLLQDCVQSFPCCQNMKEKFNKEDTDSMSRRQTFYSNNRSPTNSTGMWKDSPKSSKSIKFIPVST
TAAR1 ag – agonists of human TAAR1 | CHO RD-HGA16 TAAR1, Fluo-8 calcium fluorescence; vehicle wells 0%, saturating PEA agonist 100% | activation, % at 3 µM | AID 624467 | hit rate 0.99% among 360,000 | Q96RJ0;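 active = activation above the mean activation of all test compounds in the run plus 3 SD, cut at about 38% in these data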
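Test system: RD-HGA16 (CHO) cells co-expressing Gα16 and hTAAR1 / Benchmarks: DMSO vehicle as 0%, PEA at EC100 as 100% / Repeats: no replicates (n 1) / Measure: % activation from peak over basal fluorescence ratio, DMSO-to-PEA scaled / Timing: 17-24 h plating, Fluo-8 75 min 37 °C, 30 min RT / Technique: kinetic Fluo-8 calcium fluorescence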
CHRM1 agonist – activates human CHRM1 receptor | hit rate 0.33% among 360,000 | CHO-K1 hM1, Fluo-8 calcium fluorescence, agonist mode; 0% DMSO, 100% acetylcholine EC100 | activation, % at 3 µM | AID 588814;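 active = activation above the run's mean compound activation plus 3 SD, cut at about 16% in these data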;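 also: peak over basal fluorescence ratio within a 140 s kinetic read after compound addition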
The depositor's hits bear a star; x = not tested or not shown.

SMILES	OXTR potentiator	M1 ag parental	CHO-K1 Ca antag	CHO parental Ca	TAAR1 antagonist	CHO-K1 Ca PAM	V1R ag counter	TAAR1 ag	CHRM1 agonist
COc1cccc(CN2c3ccc(Br)cc3C(=O)CS2(=O)=O)c1	2	-0.3	14	-8	22	-12	0.8	5	-4
CC[C@@]1(C(=O)OC)N[C@H](CN(C)C(=O)c2ccccc2)[C@@H]2C(=O)N(C)C(=O)[C@@H]21	-3	0.1	-12	-6	-5	14	1.2	0	-3
CC1(C)c2[nH]c3ccccc3c2C[C@H]2C(=O)N(Cc3ccc(F)cc3)C(=O)N21	-6	3.6	-19	-18	39	18	4.3	16	1
O=C(CN1N=C(c2ccc(Cl)cc2)CCC1=O)NCCN1CCc2ccccc2C1	2	-0.5	-10	-15	2	5	0.1	4	-8
c1coc(CNc2nc3nonc3nc2NCc2ccco2)c1	-22	7.0	2	25	10	5	15	18	1
COc1ccc(N2CCN(C(=O)c3oc4ccccc4c3NC(=O)CCc3cc(OC)no3)CC2)cc1	-3	1.7	-4	-25	-1	1	0.7	-1	-2
Cc1nn(-c2ccccc2)nc1C(=O)Nc1ccc2[nH]ncc2c1	-4	0.4	7	-10	17	-7	1.3	0	0
CCC1=NN2C(=N)/C(=C\c3cccn3-c3ccc(Br)cc3)C(=O)N=C2S1	x	1.1	-1	x	-10	13	x	-1	-6
CCOc1ccc(C(=O)c2nc3c(n2O)CCCCC3)cc1	-14	0.8	0	-8	1	9	1.4	3	-2
CC(C)Cc1nc2sc3c(=O)[nH]cnc3c2c2c1CCC2	-2	0.2	-7	4	1	6	0.3	0	-6
O=C(NCCN1CCOCC1)[C@H](Cc1ccccc1)N1C(=O)c2ccccc2C1=O	-13	0.2	-5	-27	-8	13	1.4	3	-3
CCn1c(CNC(=O)C23CC4CC(CC(C4)C2)C3)nnc1SC	-3	0.7	-16	-5	-16	14	-0.3	0	-4
CC1(OC(=O)c2ccco2)C(=O)C=C2C=C(C3CC3)OC=C2C1=O (configuration not stated)	0	0.7	-10	-8	11	16	1.3	9	1
O=C(Nc1ccccc1C(=O)O)c1cccc(S(=O)(=O)Nc2ccc(Br)cc2)c1	-7	0.1	-12	-6	-38	25	1.1	3	-4
Nc1ccc(-c2nnnn2-c2ccc(N)cc2)cc1	0	0.0	3	28*	3	-22	0.3	4	-2
CN(C)c1nc(Nc2ccc(Cl)c(Cl)c2)nc(N(C)C)n1	-15	-0.8	11	-8	-40	-27	-0.4	2	-5
O=C(NN=Cc1cc(Cl)ccc1[N+](=O)[O-])c1ccco1	x	0.6	-11	x	9	19	x	0	-4
Cc1ccc(OCc2nnc(SCC(=O)O)n2N)cc1	-3	0.3	-5	-2	-1	6	0.7	4	-3
Cc1ccc(/C=N/n2c(-c3ccc(Cl)cc3)n[nH]c2=S)o1	-1	2.7	2	-6	-14	11	-0.8	1	-6
CC1C(=O)Nc2ccc(S(=O)(=O)NCc3ccc(Cl)cc3)cc2NC1=O (configuration not stated)	-5	-0.3	-2	-7	-35	14	1.0	3	2
COc1ccccc1NC(=S)NC(=O)Cc1ccccc1	-15	2.0	-10	-9	0	23	4.6	31	1
COc1ccc(CNC(=O)CN(C(=O)c2snc(C(N)=O)c2N)c2cccc(F)c2)cc1	-5	3.1	-12	-6	8	18	1.4	6	2
Cc1ccc(CNC(=O)C2CC(=O)N(C3CCCC3)C2)cc1 (configuration not stated)	-5	0.1	-2	3	-22	-10	-0.1	6	-2
O=C(COc1ccc(S(=O)(=O)NC2CCCC2)cc1)N1CCCCC1	-6	1.7	7	-19	-19	9	3.4	9	0
COc1cc(/C=N/NC(=O)CNc2n[nH]c(=O)[nH]c2=O)ccc1O	3	0.8	-6	-1	-19	18	0.8	1	-6
Cc1n[nH]c(=O)c2c(NC(=O)CSc3ccccc3Cl)oc(C)c12	-15	4.6	0	-22	31	-10	1.9	10	-1
O=C(C1CCCN(Cc2nc(-c3cccs3)no2)C1)N1CCOCC1 (configuration not stated)	1	0.6	-18	-22	-24	20	-0.4	0	1
Cc1ccc(/C(=N\O)c2oc3c(C)c4oc(=O)cc(C)c4cc3c2C)cc1	-11	0.7	-9	-32	18	16	0.9	17	-1
O=C(Cn1c(NCCCO)nc2ccccc21)c1ccco1	-2	-0.1	-3	6	-14	-8	0.5	3	1
O=S(=O)(c1cc(O)ccc1O)c1cccc2c(S(=O)(=O)c3cc(O)ccc3O)cccc12	-8	1.0	-9	1	2	3	-0.1	13	1
CN(CC(=O)Nc1ccc(Cl)c(S(=O)(=O)N2CCOCC2)c1)C(=O)c1cccs1	-4	0.3	7	-4	-21	-22	1.4	3	-5
CC(C)C[C@H](NC(=O)C1CCC(CNC(=O)[C@@H]2CCCN2C(=O)OC(C)(C)C)CC1)C(=O)O (some centres not stated)	x	0.7	-3	x	-22	12	x	6	0
O=C(CNC(=O)c1ccc(=O)[nH]c1)Nc1ccc(F)c(F)c1	-1	1.0	-9	-8	15	2	0.9	0	-2
Cc1cccc(C)c1NC(=O)Cn1cc(C=O)c2ccccc21	x	5.0	-7	x	9	11	x	3	3
Cc1nn(-c2ccccc2)c(Cl)c1/C=C(\CC(=O)O)c1nc2ccccc2s1	-6	9.7	8	-10	2	17	2.8	6	-2
Cc1cccc(CC(=O)Nc2ccc(C(=O)N3CCOCC3)cc2)c1	-13	6.2	14	-12	-1	-13	0.1	1	-3
COc1ccc(CCNC(=O)COC(=O)Cc2ccccc2F)cc1	-4	0.9	-10	-2	-11	10	-0.2	2	-2
CC(C)NC(=O)N(C)C[C@@H]1Oc2c(NC(=O)C3CCOCC3)cccc2C(=O)N([C@@H](C)CO)C[C@H]1C	-3	-0.2	1	-4	3	-3	2.4	1	-3
COP(=O)(OC)c1nc(-c2cccc3ccccc23)oc1N1CCCCC1	1	-0.6	-4	-14	10	-8	-0.9	14	-4
CCOC(=O)C1CSC(CC(=O)Nc2ccc(OC(F)(F)F)cc2)C(=O)N1 (configuration not stated)	-14	0.1	14	0	-17	-27	-0.3	1	-4
CCCCN1C(=O)C(CC(=O)NCc2cccs2)CC(C(=O)N2CCOCC2)=C1C (configuration not stated)	x	1.2	-10	x	10	18	x	4	-1
CCN(Cc1nc2ccccc2c(=O)[nH]1)C(=O)COc1ccccc1-c1ccccc1	-7	1.5	-19	-23	11	-1	0.8	2	-4
Cc1ccnc(NCc2cc(C)ccc2O)c1	2	-0.1	-9	0	-10	5	-0.1	1	-6
Cc1ccc([N+](=O)[O-])cc1N/C=C1\CCCCC1=O	-16	3.1	-11	-20	2	19	2.7	2	-10
O=C(c1ccc(CS(=O)(=O)Cc2ccc(Cl)cc2)o1)N1CCCC1	-4	4.3	-12	-19	-7	13	1.7	2	-3
COC(=O)COc1ccc(-c2nn(C)c(=O)c3ccccc23)cc1	-20	7.4	-2	-3	3	7	6.2	9	4
COCCOC(=O)/C(=C\c1cc(C(C)(C)C)c(O)c(C(C)(C)C)c1)C(C)=O	-4	0.9	2	-4	-28	-1	-1.5	-3	-6
CC(C)CC1C(=O)N(Cc2cn(CCC3OCCO3)nn2)CCS(=O)(=O)N1Cc1ccc(-c2ccc(Cl)c(Cl)c2)cc1 (configuration not stated)	x	1.3	7	x	28	8	x	5	-2

11 entries out of the list, ordered by SMILES length, smallest number first.
SMILES	OXTR potentiator	M1 ag parental	CHO-K1 Ca antag	CHO parental Ca	TAAR1 antagonist	CHO-K1 Ca PAM	V1R ag counter	TAAR1 ag	CHRM1 agonist
Nc1ccc(-c2nnnn2-c2ccc(N)cc2)cc1	0	0.0	3	28*	3	-22	0.3	4	-2
CC(C)Cc1nc2sc3c(=O)[nH]cnc3c2c2c1CCC2	-2	0.2	-7	4	1	6	0.3	0	-6
Cc1ccc(CNC(=O)C2CC(=O)N(C3CCCC3)C2)cc1 (configuration not stated)	-5	0.1	-2	3	-22	-10	-0.1	6	-2
CN(C)c1nc(Nc2ccc(Cl)c(Cl)c2)nc(N(C)C)n1	-15	-0.8	11	-8	-40	-27	-0.4	2	-5
O=C(NN=Cc1cc(Cl)ccc1[N+](=O)[O-])c1ccco1	x	0.6	-11	x	9	19	x	0	-4
O=C(CNC(=O)c1ccc(=O)[nH]c1)Nc1ccc(F)c(F)c1	-1	1.0	-9	-8	15	2	0.9	0	-2
O=C(Nc1ccccc1C(=O)O)c1cccc(S(=O)(=O)Nc2ccc(Br)cc2)c1	-7	0.1	-12	-6	-38	25	1.1	3	-4
CN(CC(=O)Nc1ccc(Cl)c(S(=O)(=O)N2CCOCC2)c1)C(=O)c1cccs1	-4	0.3	7	-4	-21	-22	1.4	3	-5
CC(C)C[C@H](NC(=O)C1CCC(CNC(=O)[C@@H]2CCCN2C(=O)OC(C)(C)C)CC1)C(=O)O (some centres not stated)	x	0.7	-3	x	-22	12	x	6	0
CC(C)NC(=O)N(C)C[C@@H]1Oc2c(NC(=O)C3CCOCC3)cccc2C(=O)N([C@@H](C)CO)C[C@H]1C	-3	-0.2	1	-4	3	-3	2.4	1	-3
CC(C)CC1C(=O)N(Cc2cn(CCC3OCCO3)nn2)CCS(=O)(=O)N1Cc1ccc(-c2ccc(Cl)c(Cl)c2)cc1 (configuration not stated)	x	1.3	7	x	28	8	x	5	-2

Carrying on.
SMILES	OXTR potentiator	M1 ag parental	CHO-K1 Ca antag	CHO parental Ca	TAAR1 antagonist	CHO-K1 Ca PAM	V1R ag counter	TAAR1 ag	CHRM1 agonist
O=C(C[n+]1cccc2ccccc21)c1ccccc1	-2	1.2	0	-9	-25	8	0.8	6	-15
Cc1cccc(NC(=O)NNC(=O)CCc2ccccc2)c1	1	0.2	3	-5	-12	-4	0.1	2	-1
O=C(c1ccccc1)N1CCCC(C(=O)N2CCCCC2)C1 (configuration not stated)	0	0.8	-8	-9	1	-1	-0.2	0	-4
CCN1CCN(C(=S)NC(=O)c2cc(OC)c(OC)c(OC)c2)CC1	-2	1.1	-15	-2	13	17	0.1	0	-4
CCOc1ccccc1OCc1nn2c(COc3ccccc3)nnc2s1	-3	1.3	-7	-13	-11	-13	-0.8	11	3
COc1cc2c(C#Cc3cccnc3)c(-c3ccsc3)oc(=O)c2cc1OC	4	0.0	-14	-21	7	2	0.8	1	-3
CCC(=O)N1CCc2cc(S(=O)(=O)NCCc3ccc(S(N)(=O)=O)cc3)ccc21	-7	1.5	-20	-3	-13	16	0.5	3	-4
